GPR35 arrestin U2OS: GPR35 antagonists blocking zaprinast-driven arrestin recruitment, primary screen, imaging, U2OS, beta-arrestin-GFP, zaprinast agonist (AID 2058); U2OS GPR35 beta-arrestin-GFP translocation imaging, zaprinast antagonism; higher % means a stronger effect; one-dose inhibition, % at 10 µM; IC50 in µM for titrated hits; 290,000 compounds, 0.052% hits;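 active means inhibition of at least 50% with at least 30 cells and total cytoplasm GFP at most 10,000,000; inconclusive means under 30 cells or total GFP of 10,000,000 plus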
CSM14.1 death rescue: rescue of cells from ER stress-induced death, primary screen, 384-well, CSM14.1, thapsigargin, ATP luminescence (AID 1222); CSM14.1 thapsigargin-induced death rescue, ATP luminescence; higher % means a stronger effect; one-dose cellular ATP content (survival), % at 20 µM; EC50 in µM for titrated hits; 190,000 tested, under 10 active;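 active means EC50 below 50 µM in the dose-response confirmation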;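 further: death triggered by thapsigargin at about 15 µM added after 2 h compound pretreatment; cell ATP read after overnight thapsigargin exposure of roughly 18 to 22 hours; normalized against plate controls of thapsigargin alone and 5% DMSO vehicle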
PhoP inhibition: inhibitors of PhoP regulon expression, primary screen, Salmonella Typhimurium, GFP reporter (AID 1863). one-dose inhibition, % at 50 µM; IC50 in µM for titrated hits. 300,000 compounds, 0.16% hits. S. Typhimurium PhoP-regulated promoter GFP reporter, 4 h; higher % means a stronger effect;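 active means inhibition over 29.93%, a cutoff 3 SD above the screen mean, later confirmed by dose response; inconclusive means inhibition over 29.93% but no dose response follow-up; inactive means inhibition at most 29.93% or unconfirmed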;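 further: 0% = low Mg2+ inducing control and 100% = high Mg2+ repressing control; strong numbers were not always called active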
SV40 large T antigen: SV40 large T antigen inhibitors, biochemical (AID 1903); SV40 large T antigen ATPase/helicase inhibition assay; higher % means a stronger effect; one-dose inhibition, % at 20 µM; IC50 in µM for titrated hits; 310,000 compounds, 0.39% hits; in the data active means a potency from the dose series; inconclusive means inhibition mostly from about 32% at the one dose, without a potency; inactive means the rest, 99 in 100 with inhibition below about 32%; further: strong numbers were not always called active
West Nile antiviral: inhibition of WNV-induced cytopathic effect – cell-based, CPE readout (AID 1621) | West Nile virus-infected cells, CPE inhibition; higher % means a stronger effect | one-dose CPE inhibition, % at 10 µM; IC50 in µM for titrated hits | 290,000 compounds, 0.02% hits; in the data active means a potency from the dose series; inconclusive means CPE inhibition mostly from about 3.7% at the one dose, without a potency; inactive means the rest, 99 in 100 with CPE inhibition below about 2.2%; further: strong numbers were not always called active
NS5 inhibitors: flavivirus cap methylation enzyme inhibition – biochemical, confirmation dose response, primary screen (AID 588689) | Dengue-2 NS5 methyltransferase capping enzyme assay, biochemical; higher % means a stronger effect | inhibition, % at 25 µM; hits with a dose series show IC50 in µM | 340,000 compounds, 0.3% hits; in the data active means a potency from the dose series; inconclusive means inhibition above about 29% without an active follow-up result
RSV CPE inhibition: inhibition of RSV-induced cytopathic effect – HEp-2 cells, primary 10 µM value included (AID 2391). HEp-2 cells, RSV-induced CPE inhibition; higher % means a stronger effect. CPE inhibition, % at 10 µM, or IC50 in µM where a hit was titrated. 310,000 compounds, 0.13% hits; in the data active means a potency from the dose series; inconclusive means CPE inhibition mostly from about 23% at the one dose, without a potency; inactive means the rest, 99 in 100 with CPE inhibition below about 21%; further: strong numbers were not always called active
MgcRacGAP inhibition: MgcRacGAP GTPase-activating activity inhibitors, confirmation, biochemical, ADP Hunter fluorescence. AID 624330. inhibition, % at 30 µM; hits with a dose series show IC50 in µM. MgcRacGAP-stimulated Rac1 GTP hydrolysis, ADP Hunter fluorescence; higher % means a stronger effect; GST-tagged Rac1 F28L mutant substrate. 340,000 compounds, 0.6% hits;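 active means first-screen hits whose inhibition reached a set limit at any dose in the follow-up dose series; inconclusive means inhibition above the set first-screen limit but never retested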;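 further: fluorescence reports GDP produced by GAP-driven GTP hydrolysis; strong numbers were not always called active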
LYP inhibition: PTPN22 lymphoid phosphatase activity blockers – biochemical, fluorescence intensity, uHTS (AID 1779). recombinant LYP phosphatase, fluorescence intensity; higher % means a stronger effect. one-dose inhibition, % at 11.5 µM; IC50 in µM for titrated hits. 290,000 compounds, 0.054% hits; in the data active means inhibition above about 50%;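 further: plate controls were vehicle with enzyme for no effect and no enzyme for full effect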
Numbers without * were called inactive; ? = inconclusive; · = not tested or not shown.

No. | SMILES | GPR35 arrestin U2OS | CSM14.1 death rescue | PhoP inhibition | SV40 large T antigen | West Nile antiviral
1 | CC1CC2(CCCCC2)N2C(=O)C(=O)c3cccc1c32 (stereo not drawn) | 9% | -0.3% | -7% | 8% | -0.3%
2 | CC(C)NS(=O)(=O)c1ccc(NC(=O)Cc2ccsc2)cc1 | -15% | · | -3% | 2% | -1.0%
3 | O=C(CNC(=O)c1ccc(Oc2ccccc2)cc1)OCc1ccc(Br)cc1 | -6% | -4.1% | 6% | 4% | -0.5%
4 | C/C(Cn1cnc([N+](=O)[O-])n1)=N\NC(=O)c1ccc(Br)cc1 | -14% | -4.1% | 1% | 14% | -0.6%
5 | Cc1[nH]nc2c1C1(CCN(C(=O)OCc3ccccc3)CC1)C(C#N)=C(N)O2 | -9% | 3.6% | 2% | 23% | 0.3%
6 | CCCCCC/C=C/c1ccc([C@H]2[C@H]3C=CC[C@@H](C)[C@@H]3C(=O)N2Cc2ccccc2)c(F)c1 | -5% | · | 1% | 4% | -1.1%
7 | O=C(Nc1ccc(C(=O)N2CCN(c3ccccn3)CC2)cc1)c1ccc(Br)o1 | · | · | · | 8% | ·
8 | Cc1c(CCC(=O)NCCCn2ccnc2)c(=O)oc2c(C)c3occ(C(C)(C)C)c3cc12 | -12% | · | 0% | -8% | 1.7%

No. | NS5 inhibitors | RSV CPE inhibition | MgcRacGAP inhibition | LYP inhibition
1 | 0% | 1.6% | 3% | -4%
2 | 3% | -1.3% | 7% | -8%
3 | 3% | 0.3% | 6% | -5%
4 | -5% | 1.7% | 7% | -5%
5 | -8% | 2.1% | 8% | -3%
6 | 1% | 4.2% | -1% | 3%
7 | 2% | 1.2% | 6% | ·
8 | 2% | 8.3% | 14% | -7%

Next results:
No. | SMILES | GPR35 arrestin U2OS | CSM14.1 death rescue | PhoP inhibition | SV40 large T antigen | West Nile antiviral
9 | COc1cc(/C=C(\C#N)C(=O)NCC2CCCO2)ccc1OCC(N)=O (stereo not drawn) | 8% | 0.4% | -4% | 11% | -1.3%
10 | COc1cccc(-c2csc(N3CCN(C(=O)Nc4ccccc4Cl)CC3)n2)c1 | 14% | 7.2% | 0% | 23% | -0.2%
11 | O=C(O)CC1CCCC(c2ccccc2)C1=O (stereo not drawn) | -6% | 0.1% | -2% | 12% | 0.1%
12 | CCOC(=O)Nc1ccc2c(c1)N(C(=O)CN)c1ccccc1CC2 | -21% | · | 2% | 21% | -0.8%
13 | COc1ccc(CCn2c(NCCCN3CCOCC3)nc3c2c(=O)[nH]c(=O)n3C)cc1 | 5% | · | 20% | 8% | 1.2%
14 | CCc1cc2c(=O)[nH]c(-c3ccccn3)nc2s1 | 15% | -7.1% | 7% | 9% | ?
15 | CSc1cccc(NC(=O)c2ccc(NC3=NC4CS(=O)(=O)CC4S3)cc2)c1 (stereo not drawn) | -3% | · | · | 7% | 1.3%
16 | COc1ccccc1-n1c(SC)nc(O)cc1=O | -1% | -0.4% | 2% | 2% | -0.1%

No. | NS5 inhibitors | RSV CPE inhibition | MgcRacGAP inhibition | LYP inhibition
9 | -1% | 1.9% | 3% | -9%
10 | -4% | ? | 1% | 0%
11 | -2% | 0.8% | 9% | -1%
12 | -1% | -1.7% | 5% | 4%
13 | -1% | 2.3% | 11% | -1%
14 | -2% | 13% | 1% | 3%
15 | 1% | 1.9% | 13% | -6%
16 | -4% | 3.1% | 14% | -5%

Remaining list, next part.
No. | SMILES | GPR35 arrestin U2OS | CSM14.1 death rescue | PhoP inhibition | SV40 large T antigen | West Nile antiviral
17 | Nc1nncn1C(=O)c1ccccc1Cl | -4% | -1.6% | -2% | 8% | 0.2%
18 | CC1CCN(CCCNC(=O)c2nn(C)c3c2CS(=O)(=O)c2ccccc2-3)CC1 | 0% | · | -1% | 1% | 1.1%
19 | O=C(CSc1nc(-c2ccc(F)cc2)cc(C(F)(F)F)n1)NCCN1CCOCC1 | 0% | -3.2% | 4% | 14% | -0.3%
20 | CC1Cc2ccccc2N1C(=O)CCN1C(=O)C2C3C=CC(C3)C2C1=O (stereo not drawn) | 17% | -2.0% | 1% | -6% | 0.1%
21 | CCOC(=O)C1C(=O)C(C(=O)OCC)C(c2cccnc2)NC1c1cccnc1 (stereo not drawn) | 1% | -2.2% | 2% | -1% | 0.1%
22 | COC(=O)c1cc(=O)n(C2CC2)c(=NC2CC2)s1 | 3% | -0.7% | -2% | 5% | 0.0%
23 | CCNC(=O)c1cc2ccccc2o1 | -7% | 6.3% | -4% | 22% | 0.3%
24 | Cc1ccc(OCCCCn2cnc3ccccc32)cc1 | 3% | -0.3% | 14% | 13% | -1.3%

No. | NS5 inhibitors | RSV CPE inhibition | MgcRacGAP inhibition | LYP inhibition
17 | -2% | 1.5% | -3% | 1%
18 | 3% | 0.3% | 9% | -1%
19 | -2% | -0.2% | 9% | -2%
20 | -2% | 0.1% | -8% | -7%
21 | -2% | 1.8% | 17% | -7%
22 | -1% | 0.3% | 5% | -8%
23 | -1% | 1.2% | 6% | -4%
24 | -15% | -0.7% | 0% | -4%

Reprinted from the part before: 3 entries, followed by the next part.
No. | SMILES | GPR35 arrestin U2OS | CSM14.1 death rescue | PhoP inhibition | SV40 large T antigen | West Nile antiviral
22 | COC(=O)c1cc(=O)n(C2CC2)c(=NC2CC2)s1 | 3% | -0.7% | -2% | 5% | 0.0%
23 | CCNC(=O)c1cc2ccccc2o1 | -7% | 6.3% | -4% | 22% | 0.3%
24 | Cc1ccc(OCCCCn2cnc3ccccc32)cc1 | 3% | -0.3% | 14% | 13% | -1.3%
25 | COc1ccc(C(=O)NCC2CCCN2S(=O)(=O)c2cccs2)cc1 (stereo not drawn) | · | · | -2% | -3% | ·
26 | COc1cccc(C(=O)N2CCC(C(=O)N3CCN(C)CC3)CC2)c1 | 8% | · | · | · | 0.6%
27 | COc1ccc(S(=O)(=O)N(C)CC(=O)N2CCN(Cc3ccccc3)CC2)cc1C | 3% | -0.4% | 0% | 4% | -1.0%
28 | CC(CCC(=O)Nc1nncs1)C(=O)O (stereo not drawn) | 3% | -1.6% | 4% | 3% | 1.5%
29 | CCOC(=O)C1=C(C)NC(=O)NC1c1ccc(OC)c(CN2CCOCC2)c1 (stereo not drawn) | 13% | · | 9% | 16% | 0.2%
30 | COC(=O)c1cc(OC)ccc1-c1ccc(OC)cc1 | 1% | -1.3% | 2% | 6% | 0.0%
31 | CCCCCCCCCCOC(=O)Cn1c(COc2ccccc2)[n+](C)c2ccccc21 | 2% | · | 18µM* | 12% | 0.0%
32 | CC(=O)N(c1ccccc1)C1CCCC1 | -23% | -1.3% | -11% | 6% | 0.4%

No. | NS5 inhibitors | RSV CPE inhibition | MgcRacGAP inhibition | LYP inhibition
22 | -1% | 0.3% | 5% | -8%
23 | -1% | 1.2% | 6% | -4%
24 | -15% | -0.7% | 0% | -4%
25 | 3% | 0.1% | 4% | ·
26 | 1% | · | 6% | -17%
27 | -6% | 1.3% | 3% | 0%
28 | -6% | 1.4% | 1% | 1%
29 | -2% | 0.5% | 7% | -2%
30 | 0% | 1.5% | 4% | -9%
31 | -4% | 2.2% | 10% | -6%
32 | -6% | 1.0% | 9% | -13%

(more compounds)
No. | SMILES | GPR35 arrestin U2OS | CSM14.1 death rescue | PhoP inhibition | SV40 large T antigen | West Nile antiviral
33 | O=[N+]([O-])c1ccc(-c2nnc3cccc(Cl)n23)cc1 | 1% | · | 1% | 14% | 1.1%
34 | Cc1cc(=O)n2c(n1)OC(CO)C2 (stereo not drawn) | 1% | -0.2% | -10% | 9% | -0.2%
35 | CS(=O)(=O)N(CC(=O)N1CCCC1)c1ccc(Cl)c(Cl)c1 | 5% | 2.3% | -4% | 6% | -0.3%
36 | CCOC(=O)[C@H]1[C@H]2COc3ccc(OC)cc3[C@@H]2N2C(=O)c3ccc(Cl)cc3NC(=O)[C@@]12C | · | · | · | 26% | ·
37 | C=CCn1c(SCc2c(C(=O)OC)sc(N)c2C(=O)OC)nnc1-c1ccc(Cl)cc1 | 0% | -1.8% | 32% | 1% | -0.4%
38 | CC1CCN(C(=O)COc2ccccc2F)CC1 | -3% | 0.5% | -2% | 25% | -0.1%
39 | COCCCNc1ncnc2sc3c(c12)CCC(C)C3 (stereo not drawn) | -15% | -1.6% | 1% | 2% | -0.1%
40 | Cc1ccc(-c2noc(-c3ccccc3F)n2)cc1 | -13% | -1.2% | -8% | 6% | -0.4%

No. | NS5 inhibitors | RSV CPE inhibition | MgcRacGAP inhibition | LYP inhibition
33 | 3% | 2.7% | 21% | -8%
34 | -3% | 1.1% | 1% | -6%
35 | -4% | 0.0% | 1% | -8%
36 | -7% | -1.9% | -1% | ·
37 | -12% | 1.7% | 12% | 12%
38 | 3% | 4.0% | 10% | -2%
39 | 2% | 6.8% | 9% | -3%
40 | -4% | 1.0% | 13% | -2%

New compounds follow:
No. | SMILES | GPR35 arrestin U2OS | CSM14.1 death rescue | PhoP inhibition | SV40 large T antigen | West Nile antiviral
41 | O=C(C1CCN(c2ccc(N3CCOCC3)nn2)CC1)N1CCc2ccccc2C1 | -2% | -1.5% | 2% | 5% | 0.5%
42 | COC(=O)c1c(NC(=O)CSc2nnnn2C)sc(C)c1C | -2% | -2.0% | 2% | 5% | 0.0%
43 | Cc1ccc(COn2c(-c3ccc(Cl)cc3Cl)nc3ncccc32)cc1 | 4% | -1.3% | 4% | 2% | -0.7%
44 | Cc1[nH]n(C)c(=O)c1C(=O)c1c(-c2ccccc2Cl)noc1C | 10% | · | 17% | 23% | 1.4%
45 | Cc1ccc(NC(=O)CCn2c(=O)c3cccn3c3ccccc32)cc1C | 4% | · | -4% | 1% | 0.8%
46 | COC(=O)COc1ccc(C2NC(=O)NC(c3ccccc3)=C2C(C)=O)cc1OC (stereo not drawn) | -2% | -1.1% | 10% | -2% | 0.2%
47 | CCCc1cc(=O)oc2cc(OC(C)C(=O)NC3CC(C)(C)NC(C)(C)C3)ccc12 (stereo not drawn) | -7% | · | -7% | 19% | -0.3%
48 | O=S(=O)(Nc1ccon1)c1ccc(F)c(F)c1 | -2% | · | -5% | 27% | 0.7%
49 | O=C(CN(C(=O)c1csnn1)c1ccccc1F)NCc1ccc2c(c1)OCO2 | 2% | · | -7% | 10% | -0.1%
50 | O=C(CCSCc1cccc(Cl)c1)NCCc1ccc(Cl)cc1 | -12% | 1.2% | 1% | 3% | -0.7%

No. | NS5 inhibitors | RSV CPE inhibition | MgcRacGAP inhibition | LYP inhibition
41 | -2% | -0.1% | 7% | -6%
42 | -4% | 13% | 13% | 3%
43 | -10% | 8.6% | -1% | -8%
44 | -12% | 1.0% | 2% | 3%
45 | -11% | 7.2% | 8% | -2%
46 | -2% | -0.3% | 19% | -9%
47 | -2% | -2.5% | 8% | -4%
48 | 2% | 2.3% | 0% | -12%
49 | -1% | 0.2% | 6% | -4%
50 | 0% | 2.2% | 6% | 4%

Screening results (PubChem BioAssay)
